TDP1 cell noCPT: qHTS for Inhibitors of human tyrosyl-DNA phosphodiesterase 1 (TDP1): qHTS in cells in absence of CPT. 420,000 tested, 15% active. DT40 Tdp1-/- hTDP1 cells, no CPT, ATP luminescence, 48 h. Potency, µM (top dose mostly 46.2 µM), inactives show at the highest dose activity change, negative = growth inhibition, actives largely listed as inhibitors; further: nearly all actives have a fitted effect of over 55% in size
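Growth kinetics read by CellTiter-Glo luminescence after ≥48 hr at 37 °C. Cells: DT40 Tdp1-/- stably carrying human TDP1, 400 per well, compound exposure in the absence of CPT (DMSO vehicle).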
TDP1 cell CPT: growth inhibition of DT40 Tdp1-/-;hTDP1 cells with camptothecin (screen for TDP1 inhibitors). chicken DT40 Tdp1-/-;hTDP1 cells + 20 nM CPT, ATP luminescence, 48 h. Potency, µM (titrated, usually from 46.2 µM), inactives show at the highest dose activity change, negative = growth inhibition, most hits filed as inhibitors. 420,000 tested, 12% active; further: nearly all actives have a fitted effect of over 55% in size
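Chicken DT40 Tdp1-/- cells stably complemented with human TDP1 were seeded at 400 cells/well in medium containing 20 nM camptothecin, exposed to pin-transferred compounds, and grown at 37 °C for at least 48 hr. Viability was read as ATP luminescence.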
KAT2A inh: inhibitors of human GCN5L2 histone acetyltransferase. Q92830. GCN5L2 HAT assay, ThioGlo1 CoA-SH fluorescence. Potency, µM (highest dose often 58.9 µM), without a hit: top-dose activity change, negative = inhibition, hits mostly inhibitors. 390,000 tested, 0.21% active. AID 504327
Target sequence (Q92830 whole entry, looked up): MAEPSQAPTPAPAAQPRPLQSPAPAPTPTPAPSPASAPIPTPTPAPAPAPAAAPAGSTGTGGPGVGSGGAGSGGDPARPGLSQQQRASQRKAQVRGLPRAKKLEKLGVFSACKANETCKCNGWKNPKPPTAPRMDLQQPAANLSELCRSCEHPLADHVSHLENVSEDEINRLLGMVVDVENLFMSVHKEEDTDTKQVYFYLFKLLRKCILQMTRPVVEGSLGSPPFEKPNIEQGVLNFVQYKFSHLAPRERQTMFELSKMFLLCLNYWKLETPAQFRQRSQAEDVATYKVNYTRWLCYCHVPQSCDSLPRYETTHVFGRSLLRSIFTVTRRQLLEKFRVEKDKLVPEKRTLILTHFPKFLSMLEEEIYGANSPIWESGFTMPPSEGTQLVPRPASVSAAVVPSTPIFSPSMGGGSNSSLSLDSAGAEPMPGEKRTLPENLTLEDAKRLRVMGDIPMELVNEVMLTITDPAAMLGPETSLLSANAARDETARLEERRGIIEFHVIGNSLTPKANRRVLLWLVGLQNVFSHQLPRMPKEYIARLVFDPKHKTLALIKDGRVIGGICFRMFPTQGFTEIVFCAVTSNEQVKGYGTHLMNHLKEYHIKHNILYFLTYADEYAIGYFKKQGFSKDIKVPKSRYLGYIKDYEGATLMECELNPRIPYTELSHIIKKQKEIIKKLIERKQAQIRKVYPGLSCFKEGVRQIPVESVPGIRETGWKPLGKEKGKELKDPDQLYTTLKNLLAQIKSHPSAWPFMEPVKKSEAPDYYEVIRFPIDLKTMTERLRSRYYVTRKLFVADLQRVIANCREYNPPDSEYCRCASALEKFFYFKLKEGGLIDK
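Preincubate 20nM GCN5L2 with compound 15 min, RT → add 50uM ThioGlo1 + 75uM H3(1-25) + 70uM acetyl-CoA → read fluorescence 0 and 20 min. Primary qHTS; fluorescent artifacts likely.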
The depositor's hits bear a star; u = inconclusive; x = not tested or not shown; & = joins results of further samples; [ ] = another dose, or the depositor's remark. The call rests on the fitted dose curve; in most records, active means well fitted curve in the direction sought with a large enough effect; inconclusive means small, poorly fitted or top-dose-only effect, or another doubt; inactive means no such curve, though single readings can be large; an effect the other way counts as inactive or inconclusive. On the % scale 0 is the no-effect control and ±100 the full control effect; potency means the concentration at half of the fitted maximal effect. A portion of the library (hit frequency here may not be typical).

mol | TDP1 cell noCPT | TDP1 cell CPT | KAT2A inh
O=C1CC(c2ccccc2)CC(O)=C1C=NCCN1CCN(C(=O)Cc2ccccc2)CC1 (stereo not drawn) | -7% | -3% | -6%[0.501 µM]
COc1ccccc1CN1CC[C@@]2(CCCN(C(=O)Oc3ccccc3)C2)C1 | u | -20% | -21%
CN(C)C(CNC(=O)Cc1ccc(Br)cc1)c1ccccc1 (stereo not drawn) | -22% | 6% | 2%
COc1ccc(C(=O)N2CCN(c3nc4c(OC)cccc4s3)CC2)cc1OC | 15µM* | 18µM* | -6%
CN1C(=O)/C(=C\N2CCc3ccccc32)C(=O)NC1=S | u | u | 0%
Cc1cc(NCCN)nc2ccccc12 | -24% | -9% | -4%
NCCc1c[nH]c2ccccc12 | -28%&-20%&-9% | u | 2%&1%
COc1ccc(C(=O)C2CCCN(Cc3ccon3)C2)cc1OC (stereo not drawn) | u | -20% | 9%
Cc1ccc(OC(=O)N(C)C[C@@H]2OCc3cnnn3CCCC(=O)N([C@@H](C)CO)C[C@@H]2C)cc1 | u | -28% | x
CCc1c(C)nc(N)nc1N1N=C1SCC(N)=O | -4% | -8% | -3%[0.501 µM]
CCOc1ccc2nc(NC(=O)c3cccn(Cc4ccc(Cl)cc4)c3=O)sc2c1 | 0% | 0% | 4%
O=C(O)c1ccc(-n2c(O)c(/C=C3\C=Nc4ccccc43)c(=O)[nH]c2=O)cc1 | -4% | -1% | -4%
CCN(C(=O)COC(=O)C(O)(c1ccccc1)c1ccccc1)c1c(N)n(Cc2ccccc2)c(=O)[nH]c1=O | -26% | 3% | -4%
c1ccc(C(c2ccccc2)N2CCN(c3ccc4ccccc4n3)CC2)cc1 | u | u | -3%
Nc1nc(F)nc2c1ncn2[C@@H]1O[C@H](CO)[C@@H](O)[C@@H]1O | 0.16µM* | 0.21µM* | 1%
C/C(=N\NC(=O)c1ccncc1)c1c(O)[nH]c(=O)[nH]c1=O | 3% | -1% | x
Cc1nn(CC(=O)N2CCC3(CC2)OCCO3)c(=O)c2cc3ccccc3n12 | -11% | -10% | -8%
Clc1cncc(N2CCNCC2)n1 | -16%&-27% | -5%&-15% | -9%&-14%
NNC(=O)c1ccc(O)cc1 | -4% | 1% | u
CC(=O)Nc1ccccc1OP1(=O)COc2ccccc2OC1 | 4% | 1% | 1%
COc1ccc(-c2cc(NC=O)c3ncc(-c4cc(OC)c(OC)c(OC)c4)n3c2)c(OC)c1 | 0.82µM* | 0.58µM* | x
CN1CCN(c2ccc(F)cc2N)CC1 | 1% | 11% | -1%
C[C@H](NC(=O)N1C[C@H]2C[C@@H](C1)c1cccc(=O)n1C2)C(=O)Nc1ccccc1F | -2% | 1% | -3%
CCCCCCC(=O)O[C@H]1CC[C@H]2[C@@H]3CC[C@H]4CC(=O)C=C(C)[C@]4(C)[C@H]3CC[C@]12C | u | 3% | x
c1cc2c(c(NC3=NCCCS3)c1)CCCC2 | u | -6% | x
CC(=O)CC1CCCCN1 (stereo not drawn) | 1% | -2% | -6%
CC(C)CCOP(=O)(c1ccc(N(C)C)cc1)C(O)c1ccc(Cl)cc1Cl (stereo not drawn) | 21µM* | 16µM* | -19%
OC1/C(=C/c2ccc(F)cc2)N2CCC1CC2 (stereo not drawn) | -6% | -15% | -4%
COC(=O)[C@@]1(Sc2ccc(C)cc2)CC(=O)N(P(=O)(OC)OC)[C@@H]1c1ccccc1 | u | u | x
Nc1ccccc1Cl | -7% | 8% | -26%

Next section; it opens with the 3 that closed the last part.
mol | TDP1 cell noCPT | TDP1 cell CPT | KAT2A inh
OC1/C(=C/c2ccc(F)cc2)N2CCC1CC2 (stereo not drawn) | -6% | -15% | -4%
COC(=O)[C@@]1(Sc2ccc(C)cc2)CC(=O)N(P(=O)(OC)OC)[C@@H]1c1ccccc1 | u | u | x
Nc1ccccc1Cl | -7% | 8% | -26%
CN(C)C(=O)Oc1ccc(Cl)c2cccnc12 | -18% | 6% | -6%
Cc1c(C=O)c2ccccc2n1Cc1cccc(F)c1 | u | u | -4%
CCC(=O)N1CC(=O)Nc2ccc(F)cc2C1c1ccc(F)cc1 (stereo not drawn) | -1% | -2% | -2%
O=C1N(c2cccc(Cl)c2)C(c2cccnc2)N2CCCN12 (stereo not drawn) | -30% | -9% | -2%
CC1CC2(C)C(=CC1=O)CCC1C3CCC(C)(O)C3(C)CC3OC312 (stereo not drawn) | u | u | x
CN(CC(=O)Nc1ccccc1-c1ccccc1)C1CCCCC1 | u | 23µM* | -13%
Cc1c(N)c(C)c([N+](=O)[O-])c(C)c1[N+](=O)[O-] | u | u | -3%
Cc1nn(Cc2ccccc2Cl)c(C)c1C(=O)OCC(=O)N1CC(C)OC(C)C1 (stereo not drawn) | -26% | -20% | -2%
O=c1[nH]c(=O)n(Cc2ccco2)c(O)c1C=NCCN1CCOCC1 | -15% | 1% | -2%
O=C(Nc1ccc2c(c1)OCO2)c1cccn(Cc2cccc(F)c2)c1=O | -18% | -13% | -7%
CCc1cc2c(cc1-c1csc(C/C(N)=N/O)n1)C(C)(C)CCC2(C)C | 18µM* | u | x
C[C@]12CC[C@H](N)CC1=CCC1C2CC[C@@]2(C)C1CC[C@@H]2O (stereo partly drawn) | u | 18µM* | -2%
CC(C)CNP(=S)(c1ccccc1)C(C)(C)C (stereo not drawn) | 2% | u | -1%
Cc1ccc(-n2c(O)c(C=NCC3CCCO3)c(=O)[nH]c2=O)c(C)c1 (stereo not drawn) | -4% | -8% | -2%
Cc1ccc([C@H]2C[C@@H](n3cc(C4CC4)nn3)[C@H](O)CN2Cc2cccs2)cc1 | -21% | -29% | x
CCCN(CC#CCOc1ccc(OC)cc1)CCC | u | -22% | -1%
CC(=O)OC1CCC2(C)C(CCC3C2CC(=O)C2(C)C3CC(N3CC3)C2C(C)=O)C1 (stereo not drawn) | 13µM* | 7.3µM* | x
Cc1ccsc1C(=O)C1CCCN(Cc2cnc(N)nc2)C1 (stereo not drawn) | 3% | -15% | -6%
Cc1c(C(c2ccc(O)cc2)c2c(O)c3ccccc3oc2=O)c(=O)n(-c2ccccc2)n1C (stereo not drawn) | 9%&0% | u | 1%&1%
O=C(Cc1ccccc1)Oc1cccc(-n2cnnn2)c1 | 0% | 4% | -2%
COc1cccc(-c2nn(Cc3ccccc3)cc2C(=O)O)c1 | 2% | 15% | -4%
C[C@H]1COC2=C1C(=O)C(=O)c1c2ccc2c1CCCC2(C)C | 5.2µM* | 5.2µM* | u
COP(=O)(OC)C(NC(=O)/C=C/c1ccccc1)C(Cl)(Cl)Cl (stereo not drawn) | -24% | 0% | -2%
Cc1cc2nc3c(=O)[nH]c(=O)nc-3n(C[C@H](O)[C@H](O)[C@H](O)COP(=O)(O)OP(=O)(O)OC[C@H]3O[C@@H](n4cnc5c(N)ncnc54)[C@H](O)[C@@H]3O)c2cc1C | u | u | -28%
COC(=O)C1=C(c2ccc(S(C)(=O)=O)cc2)C[C@@H]2CC[C@H]1N2C(=O)N1CCCCC1 | -18% | -27% | x
c1ccc(CCCCN2CCC(c3ccccc3)CC2)cc1 | 18µM* | 23µM* | -9%&-3%
COc1cc(C2c3cc(O)c(OC)cc3CC3C(=O)OCC32)ccc1O (stereo not drawn) | 3% | 18% | x
COc1cccc(C(=O)C2CCCN(Cc3ccon3)C2)c1 (stereo not drawn) | -24% | -6% | 1%
CC(=O)OC1CCC2(C)C3CCC4(C)C(OC(C)=O)CCC4C3C(C)C2(O)C1 (stereo not drawn) | 15µM* | u | x
Oc1ccc(Br)cc1CN1CCN(c2ccccc2)CC1 | 2% | -13% | -17%
COc1ccc(O)c(C(=O)c2cnn(-c3ccccn3)c2)c1 | u | 9% | -9%
CCCCn1nnnc1C(CC)N1CCC2(CC1)C(=O)NCN2c1ccccc1 (stereo not drawn) | u | u | x
COc1cc(NC(=O)CN2C3CCC2CC(O)(c2cccnc2)C3)cc(OC)c1 (stereo not drawn) | -24% | -10% | -1%
NCC(=O)c1ccc(Cl)c(Cl)c1 | u | u | x
CC(C)C12CN3CC(C(C)C)(CN(C1)C3c1ccccn1)C2=O (stereo not drawn) | -19% | -27% | 1%
CN(C)c1ccc(/C=C2/C(=O)NC(=O)N(CCc3ccc(F)cc3)C2=O)cc1 | u | u | u
CCCCOc1ccc(CNC(=O)c2cc3n(n2)CCCN(Cc2ccc(C)cc2)C3=O)cc1 | 13µM* | 21µM* | 17%
CN1CCN(c2cn[nH]c(=O)c2Cl)CC1 | -2% | -2% | 41%[activator]
Cc1cc(C)cc(C(=O)N(CCc2ccccc2)C2=CC3CCC(C2)N3C)c1 (stereo not drawn) | u | 21µM* | -7%
CC1(C)[C@@H](O)C[C@H]2[C@](C)(O)[C@@H]3CC[C@H]4[C@@H](O)[C@@]3(C[C@@H](O)[C@@]21O)C[C@@]4(C)O | 6%&4% | -2%&-4% | 7%&-8%
CCCCn1c(-c2nn(C)cc2Cl)n[nH]c1=S | u | -12% | -19%
COC(=O)C(O)(c1ccc(N(C)C(=O)OC(C)C)cc1)C(F)(F)F (stereo not drawn) | -12% | -12% | -1%
CN(C)C1(CNC(=O)Cc2ccccc2F)CCCCC1 | -1% | -6% | -4%
O=C(NP(=O)(N1CC1)N1CC1)c1cc(I)ccc1I | 2.3µM* | 1.5µM* | x
CCOC(=O)CNC(=O)N1Cc2ccccc2-n2nncc2C1 | -2% | 10% | x

Record cards, as listed above:
NCC(=O)c1ccc(Cl)c(Cl)c1 across the screens: TDP1 cell noCPT = u; TDP1 cell CPT = u; KAT2A inh = x
COc1cc(NC(=O)CN2C3CCC2CC(O)(c2cccnc2)C3)cc(OC)c1 (stereo not drawn) across the screens: TDP1 cell noCPT = -24%; TDP1 cell CPT = -10%; KAT2A inh = -1%
COc1ccc(O)c(C(=O)c2cnn(-c3ccccn3)c2)c1 across the screens: TDP1 cell noCPT = u; TDP1 cell CPT = 9%; KAT2A inh = -9%

(next part)
mol | TDP1 cell noCPT | TDP1 cell CPT | KAT2A inh
COc1ccc(C2C(C#N)=C(N)Oc3n[nH]c(C)c32)cc1Cn1cc([N+](=O)[O-])cn1 (stereo not drawn) | u | u | 2%
CSCCC(c1nnnn1Cc1ccccc1)N1CCC2(CC1)C(=O)NCN2c1ccccc1 (stereo not drawn) | 21µM* | 15µM* | x
CCC(C)(C)NC(=O)Cn1c(=O)oc2cc(S(=O)(=O)N3CC(C)CC(C)C3)ccc21 (stereo not drawn) | -19% | u | -7%
Cc1cccc(-n2c(/C=C/c3cn(C)c4ccccc34)nc3ccccc3c2=O)c1 | 9.2µM* | 6.5µM* | 3%
Cc1cccc(OCC(=O)N2CCN(Cc3cccnc3)CC2)c1 | -27% | -9% | -2%
CCN(CC)CCO[C@H]1CC[C@@]2(C)C(=CC[C@@H]3[C@H]2CC[C@]2(C)C(=O)CC[C@H]32)C1 | 2.4µM* | 2.4µM* | -10%&-23%
CC(=O)Nc1ccc(OC(=O)N(C)C)cc1 | -2% | -13% | 5%
Clc1ccc(Cn2ccnc2)cn1 | 5% | 24% | -8%
COc1cccc(-n2c(-c3ccoc3)nc3ccccc3c2=O)c1 | u | u | -2%
CCOc1ccc(NC(=O)c2c(C)nn(Cc3ccccc3)c2Cl)cc1 | -4% | 0% | 3%
CCOC(=O)c1cnc2c(ccc3ccccc32)c1Nc1ccc(C(C)=O)cc1 | 23µM* | u | -1%
C[C@]12[C@H](O)CC3C(CC[C@@H]4C[C@@H](O)CC[C@]34C)[C@@]1(O)CC[C@@H]2C1=CC(=O)OC1 (stereo partly drawn) | u | u | x
CCC(C)C(=O)OC1C(O)C2C(CN3CC(C)CCC3[C@]2(C)O)C2C[C@]34O[C@@]5(O)C(OC(=O)C(C)(O)C(C)O)CCC3(C)C5C(OC(C)=O)C(OC(C)=O)C4[C@@]21O (stereo partly drawn) | 6% | -1% | 0%
CO[C@H]1C=CCCC=CC(=O)O[C@H]([C@H](C)C(=O)CCCC2CC(=O)NC(=O)C2)C(C)=C[C@@H](C)[C@@H]1O | 6.5µM* | 16µM* | x
COC(=O)C1=C(c2ccc(F)cc2F)C[C@@H]2CC[C@H]1N2C(=O)N1CCC(C)CC1 | 10µM* | 16µM* | 0%
O=C(N1CCCCCC1)N1CC1 | -2% | 24% | x

High-throughput results from PubChem BioAssay.
